Source: PubChem
14-3-3 PPI: 14-3-3 gamma protein interaction modulation; P61981; FP, 14-3-3gamma / TMR-pS259-Raf peptide binding; inhibition, % at 40 µM; 160,000 compounds, 0.19% hits; AID 422; in the data active means inhibition above about 30%;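 further: 0% = protein plus tracer without compound and 100% = blank with tracer alone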
Target sequence (P61981 whole entry, looked up): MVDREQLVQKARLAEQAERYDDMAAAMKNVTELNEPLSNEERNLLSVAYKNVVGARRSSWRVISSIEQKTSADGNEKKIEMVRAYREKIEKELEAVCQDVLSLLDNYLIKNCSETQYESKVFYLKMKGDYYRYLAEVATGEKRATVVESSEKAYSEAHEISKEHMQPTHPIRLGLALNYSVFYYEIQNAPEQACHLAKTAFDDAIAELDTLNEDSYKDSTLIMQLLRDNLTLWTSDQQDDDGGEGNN
* = called active by the depositor; & = joins results of further samples.

`CC(=O)C1C(c2ccc(Cl)cc2)NC(=O)NC1(O)C(F)(F)F` (stereo not drawn) gave 14-3-3 PPI -8.4&-8.1.
For CCOC(=O)N1CCN(C(=O)c2ccccc2NC(=O)COc2ccccc2C)CC1 the results were 14-3-3 PPI -4.1.
Cc1cc(C)cc(N(CC(=O)N2CCc3ccccc32)S(=O)(=O)c2c(C)noc2C)c1 was read as 14-3-3 PPI 2.3.
For CCCNC(=O)C1CCN(S(=O)(=O)c2ccc3nc4c(c(C(=O)O)c3c2)CCCCC4)CC1 the results were 14-3-3 PPI 11.6.
Cc1cc(N/C=C2\CCCCC2=O)no1 was read as 14-3-3 PPI 3.1.
CCOc1ccccc1C(=O)N(CN1CCCC1=O)c1ccc(C)c(Cl)c1 was read as 14-3-3 PPI -11.7.
For Cc1nn(C)c(C)c1NC(=O)CSc1nnc(C)n1-c1ccccc1 the results were 14-3-3 PPI 6.2.
Screening COc1ccccc1/C=C/CN1CC(C)OC(C)C1 (stereo not drawn) returned 14-3-3 PPI -2.5.
`Cc1cc2cc(CCNS(C)(=O)=O)c(=O)[nH]c2cc1C` gave 14-3-3 PPI 1.3.
For CP(=O)(COC(=O)c1ccccc1)COC(=O)c1ccccc1 the results were 14-3-3 PPI -9.9.
For CC1CC(C)CN(S(=O)(=O)c2ccc(NC(=O)C3COc4ccccc4O3)cc2)C1 (stereo not drawn) the results were 14-3-3 PPI 4.6.
For CC(C)(c1ccc(OCC2COC(=O)O2)cc1)c1ccc(OCC2COC(=O)O2)cc1 (stereo not drawn) the results were 14-3-3 PPI -5.2.

Quoted at random: three records from the list
Cc1cc(C)cc(N(CC(=O)N2CCc3ccccc32)S(=O)(=O)c2c(C)noc2C)c1 was read as 14-3-3 PPI 2.3.
For CP(=O)(COC(=O)c1ccccc1)COC(=O)c1ccccc1 the results were 14-3-3 PPI -9.9.
`Cc1cc2cc(CCNS(C)(=O)=O)c(=O)[nH]c2cc1C` gave 14-3-3 PPI 1.3.

The results go on:
For COc1ccc(C2C3=C(OC(C)=O)c4ccccc4C3=Nc3c2c(=O)n(C)c(=O)n3C)cc1 (stereo not drawn) the results were 14-3-3 PPI -7.6&2.1.
For COc1ccc(C(C)NC(=O)C2C(=O)NC3(C)CC2c2ccccc2O3)cc1 (stereo not drawn) the results were 14-3-3 PPI -5.5.
Screening Clc1ccc(C2=Nn3c(nnc3-c3ccc4c(c3)OCO4)SC2)cc1 returned 14-3-3 PPI -11.2.
`COc1ccc(NC(=O)c2ccc(N3CC4CC(C3)c3cccc(=O)n3C4)c(NC(=O)c3ccc(F)cc3)c2)cc1OC` (stereo not drawn) gave 14-3-3 PPI -3.9.
For CCOP(=O)(OCC)c1nc(-c2ccccc2Cl)oc1NCc1ccccc1 the results were 14-3-3 PPI -9.2.
For CCOC(=O)C(Cc1ccc(OC)c([N+](=O)[O-])c1)NC(=O)CC (stereo not drawn) the results were 14-3-3 PPI -5.2.
For COc1cc(NC(=O)C2CCCCC2)cc2sc(NC(C)=O)nc12 the results were 14-3-3 PPI 7.8.
Screening COc1ccc(OC)c(CN2CCCC(C(=O)N3CCC(Cc4ccccc4)CC3)C2)c1 (stereo not drawn) returned 14-3-3 PPI -3.7.
For Cc1cc(C)n(CCOc2nonc2N)n1 the results were 14-3-3 PPI 11.5.
Screening CC1(C)Cc2c(sc3nc(NCCN4CCOCC4)n4ncnc4c23)CO1 returned 14-3-3 PPI -7.8.
O=C1Nc2ccccc2C(O)(C(=O)N2CCCC2)N1c1ccccc1 (stereo not drawn) was read as 14-3-3 PPI 2.2.
`Cc1cccc(Cn2c(SCCCO)nc3c2c(=O)n(C)c(=O)n3C)c1` gave 14-3-3 PPI 9.1.
`O=C(O)CCN1C(=O)CC2(CCCCC2)C1=O` gave 14-3-3 PPI -3.2.
Screening COCc1cc(C)nc(N2CCN(c3ccccc3)CC2)c1C#N returned 14-3-3 PPI -2.5.
`COc1ccc(C2CC(=O)Nc3ncnn32)cc1` (stereo not drawn) gave 14-3-3 PPI -4.1.
Screening CCOc1ccc(N(C(C)C(=O)NC2CCCC2)S(C)(=O)=O)cc1 (stereo not drawn) returned 14-3-3 PPI -15.5.
Screening Cc1cccc(CCNC(=O)c2cc(Sc3nnc(C)s3)nc3ccccc23)c1 returned 14-3-3 PPI 0.6.
CN(C)c1ccc(C(=O)N=c2sc3ccccc3n2C)cc1 was read as 14-3-3 PPI 0.3.
Cc1ccccc1Cn1c(=O)n(CCC(=O)NCc2ccccc2Cl)c(=O)c2ccccc21 was read as 14-3-3 PPI 10.2.
Screening CCOC(=O)CSc1nc2c(cnn2-c2ccc(C)cc2)c(=O)[nH]1 returned 14-3-3 PPI -4.0&-1.8.
Screening Cc1ccc(Cn2ncn3c(cc4ccccc43)c2=O)cc1 returned 14-3-3 PPI 0.0.
Screening CCCn1c(=O)c2c(nc(Br)n2CCC)n(C)c1=O returned 14-3-3 PPI -1.9.
`COc1cc2c(C(=O)N(C)c3ccccc3Cl)cn(C)c(=O)c2cc1OC` gave 14-3-3 PPI -7.9.
For C=CCSc1nnc(-c2cc(Br)ccc2N)c(=O)[nH]1 the results were 14-3-3 PPI -7.1.
`CCOC(=O)C(NC(=O)C1CCCN1C(=O)OCc1ccccc1)C(=O)OCC` (stereo not drawn) gave 14-3-3 PPI -5.8.
Screening O=C(NCCCN1CCOCC1)c1nn2c(c1Cl)NC(c1ccco1)CC2C(F)(F)F (stereo not drawn) returned 14-3-3 PPI -13.7.
For Cc1ccc2c(c1)sc1nc(=O)n(-c3cccc(Cl)c3)c(=O)n12 the results were 14-3-3 PPI 1.1.
COCCN1C(=O)c2ccccc2C(C(=O)Nc2cc(Cl)ccc2OC)C1c1c[nH]c2ccccc12 (stereo not drawn) was read as 14-3-3 PPI 9.7.
Screening Cc1cccn2c(=O)c3cc(C(=O)NCC4CCCO4)c(=N)n(C4CCCC4)c3nc12 (stereo not drawn) returned 14-3-3 PPI -7.8.
`Cn1c(SCC(=O)N2c3ccccc3Sc3ccccc32)nnc1-c1ccco1` gave 14-3-3 PPI -6.8.
Screening COc1ccc2oc(=O)c(-c3nc4ccccc4[nH]3)cc2c1 returned 14-3-3 PPI 0.3.
`CC(C)NC(=O)NC(=O)CSc1ncc(C(F)(F)F)cc1Cl` gave 14-3-3 PPI -4.7.
For COC(=O)C1=C(N)OC2=C(C(=O)CC(C)(C)C2)C1c1ccc(C(=O)OC)cc1 (stereo not drawn) the results were 14-3-3 PPI -1.2.
Screening Cc1cccc(C(=O)Nc2c3c(nn2-c2ccc(Cl)cc2)CSC3)c1 returned 14-3-3 PPI -2.6.
Screening Cc1cc(NC(=O)CN2C(=O)CN(c3ccccc3)C2=O)no1 returned 14-3-3 PPI -9.7.
For CCn1c(NC2CCCCC2)nc2c1c(=O)n(C)c(=O)n2C the results were 14-3-3 PPI -4.5.

As a working copy, 2 of the compounds above.
Screening COc1ccc2oc(=O)c(-c3nc4ccccc4[nH]3)cc2c1 returned 14-3-3 PPI 0.3.
`CC(C)NC(=O)NC(=O)CSc1ncc(C(F)(F)F)cc1Cl` gave 14-3-3 PPI -4.7.

Later entries
For Cc1ccccc1N1CN(CCc2ccccc2)CNC1=S the results were 14-3-3 PPI -3.5.
`Cc1ccc(-c2cc(C(=O)N3CCN(C)CC3)c3ccccc3n2)s1` gave 14-3-3 PPI -5.8.
Screening O=C(CCn1c(=O)[nH]c2ccccc2c1=O)NCc1ccccc1 returned 14-3-3 PPI -0.8.
`Cc1ccc(C2/C(=C(\O)c3ccccc3)C(=O)C(=O)N2c2cccc(C)n2)cc1` (stereo not drawn) gave 14-3-3 PPI 5.5.
`C1=CC2CC1CC2CN1CCN(Cc2ccncc2)CC1` (stereo not drawn) gave 14-3-3 PPI 0.5.
`O=S(=O)(Nc1ccc2c(c1)nc1n2CCOC1)c1ccccc1` gave 14-3-3 PPI -9.8.
`O=C(Cn1c(=O)oc2cc(S(=O)(=O)N3CCCC3)ccc21)Nc1ccc(C(F)(F)F)cc1` gave 14-3-3 PPI -5.1.
CCOC(=O)C(C)OC(=O)c1ccc(C)c([N+](=O)[O-])c1 (stereo not drawn) was read as 14-3-3 PPI -2.2.
O=S(=O)(/C=C/c1ccccc1)N1CCN(c2ccccc2)CC1 was read as 14-3-3 PPI -1.4.
`O=c1c2cc3c(cc2[nH]c(=S)n1CCC1=CCCCC1)OCO3` gave 14-3-3 PPI -2.5.
For O=C(CSc1nnnn1-c1ccccc1)Nc1nsc(-c2ccccc2)n1 the results were 14-3-3 PPI -6.2.
Screening O=C(CSc1ncnc2sc3c(c12)CCC3)Nc1ccc(Cl)c(C(F)(F)F)c1 returned 14-3-3 PPI -74.6.

Reprinted from the part before: seven compounds, then new ones.
`O=S(=O)(Nc1ccc2c(c1)nc1n2CCOC1)c1ccccc1` gave 14-3-3 PPI -9.8.
`O=C(Cn1c(=O)oc2cc(S(=O)(=O)N3CCCC3)ccc21)Nc1ccc(C(F)(F)F)cc1` gave 14-3-3 PPI -5.1.
CCOC(=O)C(C)OC(=O)c1ccc(C)c([N+](=O)[O-])c1 (stereo not drawn) was read as 14-3-3 PPI -2.2.
O=S(=O)(/C=C/c1ccccc1)N1CCN(c2ccccc2)CC1 was read as 14-3-3 PPI -1.4.
`O=c1c2cc3c(cc2[nH]c(=S)n1CCC1=CCCCC1)OCO3` gave 14-3-3 PPI -2.5.
For O=C(CSc1nnnn1-c1ccccc1)Nc1nsc(-c2ccccc2)n1 the results were 14-3-3 PPI -6.2.
Screening O=C(CSc1ncnc2sc3c(c12)CCC3)Nc1ccc(Cl)c(C(F)(F)F)c1 returned 14-3-3 PPI -74.6.
`CCOC(=O)c1c(C)oc2c(Cl)cc(NS(=O)(=O)c3ccc(Br)cc3)cc12` gave 14-3-3 PPI -2.0.
For O=C(Oc1ccc(-c2cnc3ccccc3n2)cc1)c1cc([N+](=O)[O-])ccc1Cl the results were 14-3-3 PPI -17.3.
Screening CCOc1ccc(C2C(C(=O)OC(C)C)=C(C)N=C3SCCC(=O)N32)cc1 (stereo not drawn) returned 14-3-3 PPI 6.4.
For CCOC(=O)c1csc(NC(=O)C(C)(C)C)n1 the results were 14-3-3 PPI -2.9.
For CCOC(=O)c1csc(NC(=O)c2ccc(S(=O)(=O)N3CCCC3)cc2)n1 the results were 14-3-3 PPI 1.8&4.2.
`COc1cc2c(cc1OC)C(COc1ccc3c(C)cc(=O)oc3c1)N(C(=O)c1ccc(C)c(C)c1)CC2` (stereo not drawn) gave 14-3-3 PPI 8.2.
COc1cccc(C2=CC(c3cccc(F)c3)n3ncnc3N2)c1 (stereo not drawn) was read as 14-3-3 PPI -0.7.
Screening CCC(Sc1nc2sc(C(=O)OC)c(C)c2c(=O)n1N)C(=O)NCC1CCCO1 (stereo not drawn) returned 14-3-3 PPI 0.9.
Screening CCOc1ccc2nc(C)cc(Nc3ccccc3OC)c2c1 returned 14-3-3 PPI -5.3.
CCOC(=O)N1CCN(C(=O)CSc2nc3c(cnn3-c3ccc(Cl)cc3)c(=O)[nH]2)CC1 was read as 14-3-3 PPI -12.8.
`Nc1ccc(-n2nncc2-c2ccco2)cc1` gave 14-3-3 PPI -9.6&-1.0.
For O=C(CSc1ncn[nH]1)Nc1ccc(Br)cc1F the results were 14-3-3 PPI -2.4.
For Cc1ccc(NC(=O)c2ccc(F)c(S(=O)(=O)N3CCC(C)CC3)c2)cc1F the results were 14-3-3 PPI -1.7.
Screening Cc1ccc(-n2nnc3c(=O)n(Cc4ccccc4C)cnc32)cc1 returned 14-3-3 PPI -7.5.
Screening Cc1ccc(-n2c3c(cc(C(=O)NCCCN4CCOCC4)c2=O)C(=O)CC(C)(C)C3)cc1 returned 14-3-3 PPI -0.6.
`CCOc1cc2c(cc1OCC)C(c1cc3c(cc1Br)OCO3)NCC2` (stereo not drawn) gave 14-3-3 PPI -10.5.
Screening COc1ccc(N=Cc2cc([N+](=O)[O-])ccc2O)cc1Cl returned 14-3-3 PPI -18.9.
`COc1ccc(N2C(=O)c3ccc(OC)c(OC)c3C2=O)cc1` gave 14-3-3 PPI -5.8.
O=C(CCN1CCOCC1)Nc1ccccc1F was read as 14-3-3 PPI 1.7.
`Cc1cc(NC(=O)Cc2ccc(Br)cc2)no1` gave 14-3-3 PPI -6.7.
`Cc1cccc(-n2nc3c(c2NC(=O)C2CCCCC2)CS(=O)(=O)C3)c1C` gave 14-3-3 PPI 0.4.
`CCCCCCCOC(=O)C1=C(C)Nc2nc3ccccc3n2C1c1cccs1` (stereo not drawn) gave 14-3-3 PPI 3.5.
O=C(Nc1ncccn1)C1c2ccccc2Oc2ccccc21 was read as 14-3-3 PPI -10.2.
`CC(C(=O)c1ccccc1)C1(O)C(=O)N(CCc2ccccc2)c2ccccc21` (stereo not drawn) gave 14-3-3 PPI 0.9.
For Cc1cc[n+](CC(=O)c2ccc(Br)cc2)c2ccccc12 the results were 14-3-3 PPI -51.5.
`CCOC(=O)c1c(N=CC2C(=O)NC(=O)NC2=O)sc2c1CCCCC2` gave 14-3-3 PPI -1.0.
`Cc1ccc(C)n1-c1cc(S(=O)(=O)N2CCOCC2)ccc1N1CCCC1` gave 14-3-3 PPI -1.1.
For Cc1cc(=O)oc(C)c1C(=O)N1CCc2c([nH]c3ccccc23)C1C(C)C (stereo not drawn) the results were 14-3-3 PPI 0.6.
`O=C(Cn1cc2c(n1)CCCC2)N1CCCC1` gave 14-3-3 PPI -4.5.
`COc1ccc([N+](=O)[O-])cc1NC(=O)Cn1c(C)cc2ccccc2c1=O` gave 14-3-3 PPI 0.6.
For CCCS(=O)(=O)N1CCC(C(=O)NCc2cccc(OC)c2)CC1 the results were 14-3-3 PPI -5.4.
For O=C1c2ccc(-c3nc4ccccc4c(=O)o3)cc2C(=O)N1c1ccccc1-c1ccccc1 the results were 14-3-3 PPI -15.1.
`Cn1c(C(=O)O)cc2c(=O)oc3ccccc3c21` gave 14-3-3 PPI 6.5.
`COc1ccc(OC)c2[nH]c(=O)[nH]c12` gave 14-3-3 PPI 1.8.
`CSc1nc2ccc(NC(=O)c3ccccc3F)cc2s1` gave 14-3-3 PPI -6.2.
Screening Cc1ccc(Nc2c(-c3ccco3)nc3ccccn23)cc1 returned 14-3-3 PPI -17.1.
`CCOC(=O)C1=C(C)N(C)C(=O)NC1c1cccc([N+](=O)[O-])c1` (stereo not drawn) gave 14-3-3 PPI 0.1.
Screening Cc1cc(C)n(Cc2ccc(C(=O)NCCC3=CCCCC3)o2)n1 returned 14-3-3 PPI -2.5.
Screening COc1ccc(C2CC(=O)C3=C(C2)Nc2ccccc2NC3c2ccc(C(F)(F)F)cc2)cc1OC (stereo not drawn) returned 14-3-3 PPI 5.7.

Not all compounds are listed. The share of hits here may be higher or lower than overall.
